# Screens as filed in PubChem.
# mHTT CaM bind = mHTT-calmodulin interaction abrogation. P42858. AlphaScreen His-mHTT/GST-CaM binding, luminescence. inhibition, % at 15 µM. 3.6% of 190,000 active;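 further: 0% = both proteins with DMSO and 100% = one protein alone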
# Pf apPOL block = Pf-apPOL DNA polymerase inhibition. Recombinant Pf-apPOL, molecular beacon fluorescence, 1.5 h. inhibition, % at 10 µM. 0.25% of 210,000 active
# Active calls of the source: *; i = inactive; . = no result given; & = joins results of further samples. No stated cut-off is given here; in the data, active means inhibition above about 50%; inactive means the rest.
SMILES,mHTT CaM bind,Pf apPOL block
CCC(=O)Nc1cccc(NC(=O)c2ccc(C(C)C)cc2)c1,0,-5
O=C(CSc1nc2cc(Cl)c(Cl)cc2[nH]1)c1ccc2c(c1)OCO2,.,-11
O=C(Nc1c(Cl)c(Cl)c(O)c(Cl)c1Cl)c1ccccc1,85*,-10
COC(=O)C(C)Oc1ccc2cc(-c3ccc(OC)cc3OC)c(=O)oc2c1 (centres undefined),-18,-10
Cn1cc(C(=O)NCCc2c[nH]c3ccccc23)c2nn(-c3ccccc3)c(=O)c-2c1,36,-10
O=C(NCc1ccccc1)/C(=C\c1ccc2c(c1)OCO2)NC(=O)c1ccc(Br)cc1,-4,3
CCC1=C(O)C(C)(C)C(c2ccc(Cl)cc2)OC1=O (centres undefined),2,4
Cc1cc(N=C(N)N=C(N)N)ccc1Br,.,-6
COCC(=O)N1CCCc2ccc(NC(=O)CSc3ccc(F)cc3)cc21,-7,-15
OC(C#CC1(O)CCCCC1)c1cccs1 (centres undefined),-5,1
CCc1nnc(NC(=O)C2C3C=CC(O3)C2C(=O)O)s1 (centres undefined),-1,-6
Cc1nc(N2CCOCC2)nc(OC(C)C)c1[N+](=O)[O-],-9&-3,-2&-3
COc1cc(NS(=O)(=O)c2ccc(NS(=O)(=O)c3ccccc3)cc2)nc(OC)n1,-4,-6
COc1cc(/C=C2/NC(=O)NC2=O)c(Br)cc1OCC(=O)O,0,-5
Cc1ccc(NC(CC(=O)c2ccccc2)C(=O)O)cc1Cl (centres undefined),8,12
CC(C)Sc1ccc(CC(=O)NCC2(c3ccccc3)CCOCC2)cc1,-14,-13
COc1ccc(C2CC(c3ccccc3OC(F)F)n3ncnc3N2)cc1 (centres undefined),5,-2
O=C1c2ccccc2C(=O)N1c1ncc(Cc2ccccc2Cl)s1,5,2
CCOc1ccccc1C1C=C(c2cccs2)Nc2ncnn21 (centres undefined),17,-2
O=C1c2sc3nnc(-c4ccccc4)c(=O)n3c2C(=O)N1Cc1ccccc1,14,2
CN(Cc1ccccc1)C(=O)c1c[nH]c2ccc(S(=O)(=O)N(C)c3ccc(F)cc3)cc2c1=O,41,-10
Cc1ccc(/C=C/C2=NC(=C/c3ccc(Cl)cc3)/C(=O)O2)cc1,2,-6
CCOc1ccc(S(=O)(=O)Nc2ccc3c(c2)OCO3)c2cccnc12,41,-6
c1ccc(C2=Nn3c(nnc3-c3cccs3)SC2)cc1,.,4
O=C(NC1CCCC1)C1c2ccccc2C(=O)N1C1CCCCC1 (centres undefined),-3,-1
Cc1ccc(CC(=O)N2CCC(COc3ccc(C(=O)N4CCOCC4)cc3)CC2)cc1,15,1
COc1ccc(C2=NC3(CCN(CC(=O)Nc4ccc(F)cc4F)CC3)NC2=O)cc1,-5,7
CC(=O)N1CCN(S(=O)(=O)c2ccc(C)cc2)C1C(C)C (centres undefined),3,-1
OC(CNCCNc1ncccc1C(F)(F)F)Cn1ccc2ccccc21 (centres undefined),.,-8
O=C(CS(=O)(=O)c1c[nH]c2ccccc12)Nc1ccc(Br)cc1,20,5
COc1ccc(NC(=O)CCS(=O)(=O)c2ccc(Br)s2)cc1,-1,-3
CC1CCCC(NC2CCN(Cc3ccccc3)CC2)C1 (centres undefined),0,-2
Cc1ccc(NC(=O)c2ccc(Cl)cc2Cl)nc1,0,0
Cc1c(C)c2ccc(OC3CCCCC3=O)c(C)c2oc1=O (centres undefined),-1,-2
CCc1ccc(C2CC(c3ccccc3OC)n3nc(N)nc3N2)cc1 (centres undefined),4,0
CC(C)NC(=O)C(Cc1ccccc1)N1C(=O)c2ccccc2C1=O (centres undefined),-8,1
CC(Oc1ccc(Cl)cc1Cl)C(=O)N1CCCC1 (centres undefined),-2,-5
Cc1ccc(CN2C(=O)NC3(CCN(C(=O)c4cccn4C)CC3)C2=O)cc1,12,-4
CN1CCN(c2cc3c(cc2F)c(=O)c(C(=O)O)cn3CCF)CC1,2,-2
O=C(O)CCCC(=O)N1CCN(c2ccc(F)cc2)CC1,4,0
COc1ccc(-n2ccn3cc(-c4ccccc4C)nc3c2=O)cc1Cl,0,-3
COc1ccc(Br)cc1CN1CCC(O)CC1,-2,-4
CC1(C(=O)NCc2cccc(F)c2)CCCN(C(=O)COc2ccccc2)C1 (centres undefined),-6,-5
CC(C)CC(=O)NC(c1ccccc1)c1ccc2cccnc2c1O (centres undefined),100*,10
O=C(O)c1cccc(NC(=O)c2ccc(Cl)c(S(=O)(=O)N3CCOCC3)c2)c1,-8,-5
Clc1ccccc1OCCN1CCCC1,1,-3
CC(C(=O)N1CCc2ccccc2C1)N(c1ccc(Oc2ccccc2)cc1)S(C)(=O)=O (centres undefined),13,-2
CN(C)CCCNC(=O)c1cc(Cl)ccc1Cl,-5,-4
Cn1cccc1CN(C(=O)c1ccccc1Br)C1CC1,2,-1
CCCOc1ccccc1/C=c1\sc2nc(=O)c(Cc3ccccc3)nn2c1=O,-3,2

# (listing goes on)
SMILES,mHTT CaM bind,Pf apPOL block
CCN(CC)S(=O)(=O)c1ccc2oc(C(=O)NC3CCCC(C)C3C)c(C)c2c1 (centres undefined),4,-8
OCCN1CCN(C2CCN(CC3CC4C=CC3C4)CC2)CC1 (centres undefined),0,-8
CC(N)C12CC3CC(CC(O)(C3)C1)C2 (centres undefined),-1,0
COc1ccccc1CNc1cc(C)nc(-n2cc([N+](=O)[O-])cn2)n1,17,-7
CCCS(=O)(=O)N1CCN(S(=O)(=O)c2ccccc2[N+](=O)[O-])CC1,-1&-6,-1&-14
Cc1cc2nn(-c3ccccc3)nc2cc1NC(=O)c1ccccc1F,2,-6
CCC(=O)N(C)CC(=O)N1N=C(c2cccs2)CC1c1ccccc1F (centres undefined),18,2
CC(C)N1C/C(=C\c2cccnc2)C(=O)/C(=C/c2cccnc2)C1,4,-7
Cc1ccc(S(=O)(=O)c2cc3c(=O)n4cccc(C)c4nc3n(C3CCCC3)c2=N)cc1,1,-20
CC(C)CCNC(=O)c1c[nH]c2ccc(S(=O)(=O)N(C)c3ccc(F)cc3)cc2c1=O,21,-6
CCC(=O)NCc1csc(C2CCCN(C(=O)c3cc(F)ccc3F)C2)n1 (centres undefined),-1,-2
O=C1CSC(=O)N1Cc1ccc(CN2C(=O)CSC2=O)cc1,-6,-3
COc1cc(NS(=O)(=O)c2ccc(NC(=O)c3ccco3)cc2)nc(OC)n1,26,-12&1
Cc1cc(C(=O)N2CCCC(C(=O)NCc3ccc(F)cc3)C2)no1 (centres undefined),-1,-2
Cc1cc(C)cc(N2CC(C(=O)NCCc3ccccc3)CC2=O)c1 (centres undefined),13,-4
CCOc1ccc(N2CC(C(N)=O)CC2=O)cc1 (centres undefined),-3,-4
O=C1C(Nc2cccc(C(F)(F)F)c2)=C(n2nnc3ccccc32)C(=O)c2ccccc21,1,0
CCN(CC)c1nc2c(s1)C(=O)NCC(C)(C)C2,-3,4
COc1cccc(CC(=O)N2CCC3(CC2)Nc2cc(OC)ccc2-n2cccc23)c1,92*,-6
Cc1ccc(S(=O)(=O)NC(CC(=O)O)c2ccccc2)cc1 (centres undefined),-1,-3
CCOc1ccc(C(=O)Nc2c3c(nn2-c2ccc([N+](=O)[O-])cc2)CSC3)cc1,18,-4
Cc1cc(=O)[nH]c(N2C(=O)c3ccccc3C2=O)n1,-3,7
O=C(O)C1=NN(c2ccc(S(=O)(=O)O)cc2)C(=O)C1,2,-7
CCOC(=O)c1cc(CSCC(O)C(O)CSCc2cc(C(=O)OCC)oc2C)c(C)o1 (centres undefined),3,.
Cn1c(CSc2nc3ccccc3s2)nc2ccccc21,-6,3
CCc1cc(=O)n(CC(=O)N2CCc3ccccc32)c(N)n1,-10,-1
O=C(Nc1sc2c(c1C(=O)N1CCOCC1)CCCCC2)c1ccccc1Cl,12,0
O=C(CCCc1ccccc1)N1CCN(c2ccc(N3CCOCC3)nn2)CC1,9,-11
NNC(=O)CC12CC3CC(CC(C3)C1)C2,1,1
COC(=O)C(=CNc1ccc(Oc2cncc(Cl)c2)nc1)NC(=O)c1ccccc1,.,0
COc1ccc(NC(=O)c2cc(S(=O)(=O)N3CCCC3)ccc2Cl)cc1,0,-7
c1ccc(CN2CCN(c3nc4ccccc4[nH]3)CC2)cc1,4,-2
Cc1ccc(S(=O)(=O)N2CC(C)OC(C)C2)cc1 (centres undefined),-4,-8
CCN1CCN(C(=O)C2CCc3nc(N4CCN(C(C)=O)CC4)sc3C2)CC1 (centres undefined),8,-5
O=c1[nH]c2ccccc2nc1Cc1cc2c(cc1Br)OCO2,-4,0
CCCn1cc(C(=O)N2CCC(N3CCCCC3)CC2)c2cccnc21,-2,-2
COc1ccc(C(=O)CSc2n[nH]c(-c3ccncc3)n2)cc1[N+](=O)[O-],10,-9
COc1ccc(C2(C(=O)N3CCCC3c3nc(-c4ccccc4C)no3)CC2)cc1 (centres undefined),-4,-3
CC(=O)c1ccc(N2CN=c3s/c(=C\c4cccc(Br)c4)c(=O)n3C2)cc1,15,-14
CCCCN(CCCC)S(=O)(=O)c1ccc2oc(C(=O)N3CCOCC3)c(C)c2c1,20,-7
Cc1sc2ncn(-c3ccc(I)cc3)c(=O)c2c1C,-4,4
CCN1CCCn2nc(C3CCN(C(=O)Nc4ccc(OC)cc4)CC3)cc2C1=O,-7,1
Cc1noc(COC2CCCN(C(=O)c3ccncc3)C2)n1 (centres undefined),-4,1
O=C(Nc1nccs1)C1COc2ccccc2O1 (centres undefined),-3,13
O=C(Nc1c2c(nn1-c1ccc(Cl)cc1)CSC2)c1ccc(Br)cc1,35,-1
O=C1CC(N2CCN(c3ccccc3O)CC2)C(=O)N1c1ccc(Br)cc1 (centres undefined),11,3
COc1cccc(CN2CCc3nc(Nc4ccccc4)ncc3C2)c1OC,14,0
Cc1nc(C(N)=NO)cs1,.,-1
CC1CN2C=NC(N3CCN(S(=O)(=O)Cc4cccc(Cl)c4)CC3)=CC2=N1 (centres undefined),14,-3
O=C1CCC(C(=O)Nc2ccc(N3CCOCC3)c(Cl)c2)=NN1,.,-1

# (continued)
SMILES,mHTT CaM bind,Pf apPOL block
CSc1nc(COc2ccccc2Cl)nc(-c2cccs2)c1C#N,.,-1
C[C@H]1[C@@H]2C[C@H]([C@H]3CCCCN31)[C@H](OC(=O)Nc1cccc(F)c1)C2,-12,-4
O=S(=O)(c1cc(F)cc(F)c1)N1CCC(c2noc(-c3cccc(F)c3)n2)CC1,-1,-9
COc1ccccc1NC(=O)Cn1nc2c(-c3nc(-c4ccccc4)no3)cccn2c1=O,18,-14
O=C(NC1Cc2ccccc2C1)C1CCN(C(=O)OCc2ccccc2)CC1,.,4
COc1ccc(C(=O)Nc2cc(C(F)(F)F)ccc2Cl)cc1[N+](=O)[O-],42,0
Cc1ccc(S(=O)(=O)c2cc3c(=O)n4ccccc4nc3n(Cc3ccccc3)c2=N)cc1,-7,-12
CCCNC(=O)c1c(O)c2ccccc2[nH]c1=O,6,-5
Cc1ccc(-c2nc(C3CCN(S(=O)(=O)c4ccc(F)cc4)CC3)no2)cc1,-4,-2
O=C(c1ccc(C(F)(F)F)cc1)N1CCC(Cc2nnc(-c3ccccc3)o2)CC1,57*,-3
CCN(CC)CCNc1c2c(c(C#N)c3nc4ccccc4n13)CCC2,-4,-6
Cc1cc(C(F)F)nc(SC2C/C(=N/O)C3OCC2O3)n1 (centres undefined),i,-5
CCn1c(=O)c2cc(C(=O)Nc3cccc(C(F)(F)F)c3)nn2c2ccccc21,34,-8
N#Cc1cnc2sc3ccccc3n2c1=N,-8,-1
CCCc1cc(=O)n(-c2ccc([N+](=O)[O-])cc2)[nH]1,52*,-1
CC(C)(C)C(=O)N1CCc2ccc(NC(=O)C34CC5CC(CC(C5)C3)C4)cc21,3,-1
COc1ccc(S(=O)(=O)Nc2cccc(Cl)c2C)cc1,-5,1
CC(/C=C1\N=C(c2cc([N+](=O)[O-])ccc2Cl)OC1=O)=C\c1ccccc1,2,0
COc1cccc(NC(=O)c2cc(S(=O)(=O)NCc3ccc(F)cc3)ccc2F)c1,3,-1
COc1cc(Br)cc(/C=C2\SC(=O)N(c3ccccc3)C2=O)c1O,28,-2
O=C(NC1CCCC1)C1(S(=O)(=O)c2ccc(Cl)cc2)CC1,-6,-8
Cc1ccc(-n2nc3c(c2NC(=O)c2ccc(S(=O)(=O)N(C)C)cc2)CS(=O)C3)cc1 (centres undefined),7,-14
